High-throughput results deposited in PubChem by National Center for Advancing Translational Sciences (NCATS).
TRHR ag = TRH receptor (human) agonism | P34981 | TRHR cells, calcium flux fluo-8, FDSS agonist mode | activation, % at 2 µM | 360,000 tested, 0.18% active; in the data active means activation above about 30%; further: 0% is about no effect
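Read-out: compound-evoked intracellular calcium rise in TRHR cells, fluo-8 dye, kinetic FDSS fluorescence at 1 s/cycle following a 10-cycle baseline. Cells cultured overnight before dye loading (30 min–1.5 h, RT).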
TrxR1 inh = blocks rat thioredoxin reductase 1. recombinant rTrxR1, NADPH fluorescence consumption, selenite substrate. O89049. 390,000 tested, 1% active. Potency, µM (top dose mostly 114 µM), inactives show at the highest dose activity change, negative = inhibition, usual class: inhibitors; further: potency means the concentration at half of the fitted maximal effect; on the % scale 0 is the no-effect control and ±100 the full control effect; nearly all actives have a fitted effect of over 65% in size
Target sequence (O89049 whole entry, looked up): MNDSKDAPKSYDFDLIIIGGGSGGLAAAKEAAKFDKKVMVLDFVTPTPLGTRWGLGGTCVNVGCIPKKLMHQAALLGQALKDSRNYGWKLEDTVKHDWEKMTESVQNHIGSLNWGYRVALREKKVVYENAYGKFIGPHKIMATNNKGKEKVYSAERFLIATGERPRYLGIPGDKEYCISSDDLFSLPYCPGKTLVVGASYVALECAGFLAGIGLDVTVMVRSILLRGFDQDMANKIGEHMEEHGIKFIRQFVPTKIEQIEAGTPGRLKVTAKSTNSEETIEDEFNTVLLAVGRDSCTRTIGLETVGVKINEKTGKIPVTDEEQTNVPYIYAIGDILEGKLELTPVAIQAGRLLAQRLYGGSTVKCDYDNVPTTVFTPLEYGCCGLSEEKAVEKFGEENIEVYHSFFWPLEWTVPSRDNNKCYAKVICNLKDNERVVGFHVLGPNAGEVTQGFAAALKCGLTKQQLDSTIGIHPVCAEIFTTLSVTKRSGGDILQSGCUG
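Rat TrxR1 (90 nM in the dispensed reagent) was pre-reduced with 400 uM NADPH for 5 min at room temperature, then incubated with compound for 15 min. After 400 uM selenite was added, NADPH fluorescence (Ex 340/Em 450 nm) was followed for 8 min.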
D2 ag = agonists of human D2 dopamine receptor. HEK293 T-REx D2 cells, calcium flux agonist mode. activation, % at 2 µM. 340,000 tested, 0.53% active;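 active means activation over 3 SD above normal in the single-dose calcium agonist read, cut at about 30% in these data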; further: 0% is about no effect
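In this primary screen, compounds producing a positive calcium signal within 180 s of addition to tetracycline-induced, force-coupled HEK293 Trex D2 cells are flagged; cells are dye-loaded with a no-wash calcium kit beforehand.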
USP1 inh = blocks the human USP1/UAF1 deubiquitinase complex. O94782. recombinant USP1/UAF1, Ub-Rhodamine cleavage fluorescence. Potency, µM (series often up to 57.1 µM), without a hit: at the top dose activity change, negative = inhibition, usual class: inhibitors. 390,000 tested, 0.23% active. AID 743255; further: potency means the concentration at half of the fitted maximal effect; on the % scale 0 is the no-effect control and ±100 the full control effect; nearly all actives have a fitted effect of over 60% in size; inactives centre near -12
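USP1/UAF1 complex at 1 nM was preincubated with compound for 15 min at room temperature, then Ub-Rho substrate (150nM final) was added. Fluorescence (480/540 nm) was read kinetically, 6 reads every 60 seconds.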
TRHR enhancer = allosteric enhancers of human TRH receptor | enhancement, % at 2 µM | TRHR cells, fluo-8 calcium fluorescence, EC20 TRH enhancement | P34981 | AID 493056 | 360,000 tested, 0.66% active; in the data active means enhancement above about 30%; further: 0% is about no effect
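TRHR-expressing cells loaded with fluo-8 calcium dye were read kinetically (ex 480/em 530) during compound addition, then stimulated with an EC20 of TRH (10 nM final). Enhancement of the Gq-mediated intracellular calcium response was scored.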
PI4K2A block = PI4K2A (human) kinase inhibition; activity change, negative = inhibition, % at 76.9 µM; 420,000 tested, 0.13% active; purified PI4K2A, ADP-Glo luminescence, 1 h; stronger effect = lower value; AID 1346378; in the data active means activity change below about -50%; inconclusive means mostly about -30% to -49%;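 further: -100% = wells without enzyme as full effect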
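Compounds are screened against recombinant PI4K2A using PI as substrate and ATP, the latter dispensed at 300 microM. Reactions run one hour at ambient temperature before ADP-Glo detection; full inhibition defined by wells lacking enzyme.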
D2 antag = antagonists of human D2 dopamine receptor | P14416 | HEK293 TREx D2 cells, calcium flux, dopamine EC80 | inhibition, % at 10 µM | 340,000 tested, 2% active | AID 485344; in the data active means inhibition above about 30%; further: 0% is about no effect
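HEK293 T-REx D2 cells, tet-induced, calcium dye no-wash. Cpd pintool add, 180 s kinetic, then EC80 DA, 180 s kinetic. Ca flux read.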
IDH1 R132H inh = human IDH1 R132H inhibition; IDH1-R132H enzyme, NADPH consumption, diaphorase/resazurin fluorescence; Potency, µM (titrated, usually from 76.6 µM), for the others: top-dose activity change, negative = inhibition, actives largely listed as inhibitors; 390,000 tested, 0.093% active; AID 602179; further: potency means the concentration at half of the fitted maximal effect; on the % scale 0 is the no-effect control and ±100 the full control effect; nearly all actives have a fitted effect of over 65% in size
Target sequence (O75874 whole entry R132H, stated change not applied): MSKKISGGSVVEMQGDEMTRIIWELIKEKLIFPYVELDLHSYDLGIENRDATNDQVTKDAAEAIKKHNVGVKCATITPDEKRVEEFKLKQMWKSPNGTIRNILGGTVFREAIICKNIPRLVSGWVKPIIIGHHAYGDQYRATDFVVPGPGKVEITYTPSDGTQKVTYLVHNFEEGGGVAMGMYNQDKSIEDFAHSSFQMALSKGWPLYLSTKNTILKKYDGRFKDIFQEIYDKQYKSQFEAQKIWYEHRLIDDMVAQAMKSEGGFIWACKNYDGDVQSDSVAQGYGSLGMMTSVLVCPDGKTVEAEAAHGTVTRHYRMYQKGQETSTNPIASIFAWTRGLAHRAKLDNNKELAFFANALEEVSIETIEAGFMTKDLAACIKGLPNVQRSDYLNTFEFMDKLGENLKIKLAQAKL
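IDH1-R132H (0.5 ug/mL) preincubated 30 min with compound, then NADPH (0.016 mM) and alpha-KG (2 mM) added; 80 min at RT, pH 7.5. Remaining NADPH coupled via diaphorase/resazurin to fluorescence (540/590 nm); concentration-response curves normalized to no-enzyme control.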
TrxR1 substrate = rat thioredoxin reductase 1 substrate activity | purified TrxR1 substrate turnover, NADPH consumption readout | Potency, µM (top dose mostly 114 µM), for inactives: at the top dose activity change, negative = substrate turnover | 390,000 tested, 0.01% active | AID 588456; further: potency means the concentration at half of the fitted maximal effect; on the % scale 0 is the no-effect control and ±100 the full control effect; nearly all actives have a fitted effect of over 50% in size
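Rat TrxR1, dispensed at 90 nM, was prereduced with 400 uM NADPH (final) for 5 min at ~22 deg C, then incubated with compound 15 min before 400 uM selenite. A first-read NADPH fluorescence drop versus no-compound background flagged substrates.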
The depositor's hits bear a star; u = inconclusive; x = no result given; & = joins results of further samples; [ ] = another dose, or the depositor's remark. Unless noted, the call rests on the fitted dose curve; in most records, active means well fitted inhibition curve with a large enough effect; inconclusive means small, poorly fitted or top-dose-only effect; inactive means no such curve, though single readings can be large or run the other way. Compounds as they come, and some 3.9% of all compounds hit somewhere here.

SMILES	TRHR ag	TrxR1 inh	D2 ag	USP1 inh	TRHR enhancer	PI4K2A block	D2 antag	IDH1 R132H inh	TrxR1 substrate
COc1ccc(C(CNC(=O)CNC(=O)c2ccc(F)cc2)N2CCCC2)cc1 (stereo not given)	-0.1	11%	0.4	-13%	-2	0	-2	-9%	4%
Cc1c(/C(O)=C2\C(=O)C(=O)N(CCN(C)C)C2c2cccs2)cnn1-c1ccccc1 (stereo not given)	0.3	u	1.1	-11%	-8	4	-9	2%	-15%
O=C(Nc1ccccc1)N1CCC(=S)Nc2ccccc21	0.6	-13%[57.1 µM]	x	-17%	-3	-16	x	21%	5%[57.1 µM]
C#CCOCCOCCOCCNc1nc(N2CCN(C(=O)CCCCCCCCCCNC(=O)[C@H]([C@@H](C)CC)n3cc(CCCCN=C(N)N)nn3)CC2)nc(N2CCN(C(=O)CCCCCCCCCCNC(=O)[C@H](CCCCN)n3cc(C[C@@H](C)CC)nn3)CC2)n1	1.2	x	8.6	x	-3	x	0	x	x
CCCCOc1ccc(C(=O)Nc2ccc(S(=O)(=O)Nc3nc(C)cc(C)n3)cc2)cc1	-1.1	0%	-1.5	-35%	1	1	x	4%	-20%
C/C(=N\NC(=O)CNC(=O)c1ccccc1Br)c1ccco1	-0.1	-5%[57.1 µM]	-0.2	-3%	-4	-3	22	9%	0%[57.1 µM]
CCn1c(-c2sc(-c3ccccc3)nc2C)n[nH]c1=S	0.1	-22%[57.1 µM]	0.6	4%	-5	4	-26	8%	6%[57.1 µM]
COc1ccc(Cl)cc1NS(=O)(=O)c1cc(-c2cc(C)no2)ccc1C	0.1	2%[57.1 µM]	0.6	-1%	-2	-2	x	22%	-6%[57.1 µM]
O=C(Nc1cc(Cl)cc(Cl)c1)N1CCCC1	0.4	9%	-0.7	-15%	-3	7	2	0%	3%
O=C(NCc1ccco1)c1ccc(Cn2c(=O)c3ccccc3n(Cc3ccc(Cl)cc3)c2=O)cc1	0.7	11%	0.3	-11%	0	2	-16	-10%	0%
Cc1ccc(C(=O)Nc2cccc(C(F)(F)F)c2)cc1Nc1cnccn1	-0.4	-1%[57.1 µM]	0.2	10%	6	-5	59*	-2%	-4%[57.1 µM]
Cc1ccc(S(=O)(=O)Oc2ccc(C3C4=C(CCCC4=O)N(CCC(=O)O)C4=C3C(=O)CCC4)cc2Cl)cc1	0.3	-33%	0.2	-19%	5	-2	-8	-26%	318%[activator]
Cc1cc(S(=O)(=O)Nc2ccc3[nH]c(=O)sc3c2)ccc1F	0.1	21%[57.1 µM]	-0.4	-22%	1	-4	x	-4%	0%[57.1 µM]
COc1ccc(C)cc1S(=O)(=O)N1CCCC(C(=O)NCc2ccccn2)C1 (stereo not given)	0.0	7%	-0.1	-21%	-5	-1	4	8%	1%
Cc1[nH]nc(-c2ccc(OCc3cnn(-c4ccccc4)c3)cc2O)c1Oc1ccccc1F	0.3	-6%[57.1 µM]	-0.4	3%	5	-7	-4	-3%	2%[57.1 µM]
CN(C)C(=O)CS(=O)(=O)c1ccc(Cl)cc1	0.7	24%[57.1 µM]	-0.1	-13%	2	8	-16	3%	-16%[57.1 µM]
NC(=S)N/N=C/c1ccc(/C=N/NC(N)=S)cc1	-0.3	7%	0.2	-17%	-4	-21	-4	8%	9%
COC(=O)CC1NCCc2cc(OC)c(OC)cc21 (stereo not given)	0.6	21%	1.8	-20%	0	-5	22	1%	0%
CC1CCN(S(=O)(=O)c2ccc3[nH]cc(C(=O)NCCN4CCOCC4)c(=O)c3c2)CC1	0.4	-23%	0.4	-1%	2	-3	-5	-1%	-2%
CCN(CC)S(=O)(=O)c1ccc(NC(=O)COC(=O)c2ccc(Br)o2)cc1	0.3	-5%[57.1 µM]	x	-10%	3	6	x	-4%	-6%[57.1 µM]
CC1CCc2sc(C(=O)NNC(=O)c3ccncc3)cc2C1 (stereo not given)	0.1	-13%	0.0	-15%	2	-7	-3	5%	-12%
CCn1c(SCC(=O)NNC(=O)c2ccccc2)nnc1-c1ccco1	-0.8	-58%	0.1	-11%	-3	-5	8	6%	13%[57.1 µM]
Fc1ccccc1/C=N/Nc1ncnc2nc[nH]c12	0.1	1%	-1.4	-18%	0	-11	5	-3%	-8%
Cc1ccc(Nc2c(-c3ccc(N4CCOCC4)cc3)nc3ncccn23)c(C)c1	1.5&1.0	-5%&10%	-0.4&0.3	-11%&3%	3&-12	-3&2	-8	-4%&18%	-6%&-2%
Cc1cc(C)cc(-n2c(-c3ccccc3)c(C)n3c4c(=O)n(C)c(=O)n(C)c4nc23)c1	0.0	-2%	0.3	-27%	24	0	x	12%	-4%
CC(C)(C)OC(=O)NCc1nc(N)n[nH]1	-0.1	1%	x	-20%	2	4	x	-2%	-3%
CCn1cc(C(=O)OCC(=O)NCc2ccc3c(c2)OCO3)c(=O)c2ccc(C)nc21	-1.4	6%	-0.4	-15%	-12	3	14	5%	-1%
O=C1NC(=Nc2ccccc2)/C(=C/c2ccco2)S1	1.2	-16%	-1.4	-18%	-4	-4	-14	-10%	-2%
CCNC(=S)NNC(=O)c1ccc2ncccc2c1	-0.3	-6%	1.9	-9%	1	-5	29	11%	1%
Cc1ccc(CS(=O)(=O)c2ncn[nH]2)cc1	0.6	17%	-0.3	-17%	0	0	13	-8%	7%
Nc1cccn2c(-c3ccc(Cl)cc3)cnc12	3.6	18%[57.1 µM]	4.7	7%	5	-12	-26	5%	14%
COc1cc(C2C(C(=O)c3cccs3)=C(O)C(=O)N2c2cc(C)on2)ccc1O (stereo not given)	0.5	-8%	0.1	-4%	6	7	6	-4%	-14%
Cc1cc(C)n(-c2ccc(NC(=O)C3CCCCN3C(=O)c3ccc(C)s3)cc2)n1 (stereo not given)	1.0	-10%	0.0	-5%	24	3	-9	4%	-12%
CCOc1ccc(N2C(=O)C3C4C=CC([C@H]5CC45)[C@@H]3C2=O)cc1 (stereo not given in full)	-1.2	8%	-0.1	-17%	0	1	-9	-9%	3%
Cc1cccc(OCc2nnc(SCC(=O)Nc3ccc(N4CCOCC4)cc3)o2)c1	0.3	13%	x	3%	-2	-1	x	1%	-2%
CCOc1ccc(S(=O)(=O)N2CCOCC2)cc1NC(=O)CSCc1ccc(C)cc1	-0.3	16%	1.0	-26%	-5	-2	-17	8%	-4%
CC(C)(C)OC(=O)NCCc1nnc(SCc2ccccc2Cl)o1	0.3	-4%	-0.7	-5%	2	0	1	3%	-6%
COc1ccc(-n2c(-c3cc(-c4ccccc4)sc3N)n[nH]c2=S)cc1	0.1	-3%	-0.5	-16%	3	3	0	0%	4%
COc1ccc(NC(=O)CN2CCN(c3ccc(F)cc3)CC2)cc1	-0.3	4%	-0.3	-11%	1	2	-19	-7%	-4%
O=C(c1ccc(S(=O)(=O)N2CCC(c3nc4ccccc4s3)CC2)cc1)N1CCOCC1	0.4	1%	0.5	-10%	3	-2	0	-5%	-4%
O=C(NCCc1ccccc1)c1ccc(NS(=O)(=O)c2ccc3[nH]c(=O)[nH]c3c2)cc1	0.2	-14%[57.1 µM]	-0.2	-3%	-3	-1	-11	-2%	-1%[57.1 µM]
COc1cccc(C(O)c2cnc(C(C)C)n2C)c1 (stereo not given)	-0.3	17%[57.1 µM]	0.2	-6%	12	1	-1	7%	3%[57.1 µM]
CCCCNC(=O)/C(=C/c1ccco1)NC(=O)c1ccco1	0.3	-36%	1.1	0%	-13	-4	-4	6%	-11%
COc1cc(NC(=O)CN2C(=O)C(c3ccc(Cl)cc3)=NC23CCCCC3)cc(OC)c1	2.3	8%	x	-23%	2	-4	x	x	-6%
CN1CCN(CC#CC2(O)CCCCC2)CC1	1.2	10%	0.8	-3%	-8	-1	28	15%	7%
O=C(CC(=O)c1ccccc1)Nc1ccc(Cl)cc1	1.3	13%	1.3	-6%	4	2	9	-10%	1%
Cc1oc2cc(O)ccc2c(=O)c1Oc1ccccc1Br	-1.5	7%	-1.5	-19%	-10	-1	37*	-2%	99%[activator]
Cc1ccc(S(=O)(=O)Nc2ccc3c(c2)nc(CCN2CCCC2)n3C)cc1	2.0	13%	-1.2	-12%	-17	-2	39*	-6%	8%
Cc1ccc(/C=N/n2c(C)nnc2C)s1	-0.8	-2%	x	-18%	13	7	x	-4%	-5%
Cc1cc(C(=O)N2CCN(c3ccccc3Cl)CC2)c(C)o1	x	-15%	x	-6%	x	2	x	5%	3%

Sorted by formula weight (falling): three of the compounds above.
SMILES	TRHR ag	TrxR1 inh	D2 ag	USP1 inh	TRHR enhancer	PI4K2A block	D2 antag	IDH1 R132H inh	TrxR1 substrate
Cc1ccc(S(=O)(=O)Nc2ccc3c(c2)nc(CCN2CCCC2)n3C)cc1	2.0	13%	-1.2	-12%	-17	-2	39*	-6%	8%
COc1cccc(C(O)c2cnc(C(C)C)n2C)c1 (stereo not given)	-0.3	17%[57.1 µM]	0.2	-6%	12	1	-1	7%	3%[57.1 µM]
Cc1ccc(/C=N/n2c(C)nnc2C)s1	-0.8	-2%	x	-18%	13	7	x	-4%	-5%

(list continues)
SMILES	TRHR ag	TrxR1 inh	D2 ag	USP1 inh	TRHR enhancer	PI4K2A block	D2 antag	IDH1 R132H inh	TrxR1 substrate
O=C(Cn1cnc([N+](=O)[O-])n1)N/N=C/c1ccc(O)cc1O	0.3	13%	0.5	-13%	5	1	3	-2%	-9%
COc1ccc(-c2oc3ncn4nc(COc5c(C)cccc5C)nc4c3c2-c2ccc(OC)cc2)cc1	0.7	14%	0.9	-15%	-2	2	x	4%	8%
Cc1cccc(-n2ccnc2CN2CCC(CO)(Cc3ccccc3)CC2)c1	0.2	10%	-0.6	-15%	13	9	-6	5%	6%
Cc1cccc(N2CCN(c3nnc(C(F)(F)F)s3)CC2)c1	0.1	0%	-0.5	-22%	4	-3	-1	-1%	0%
